Source: PubChem BioAssay
A3G deaminase: APOBEC3G (human) deaminase inhibition | recombinant A3G, ssDNA deamination FAM/TAMRA fluorescence | 0.28% of 330,000 active | AID 493012 | inhibition, % at 20 µM;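 active = inhibition of at least 40% at 20 µM, with no more than 30% in the related APOBEC3A deaminase screen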;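 note: plate controls were DMSO wells with A3G for no effect and wells lacking A3G enzyme for full effect; some compounds called inactive have numbers as strong as hits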
Target sequence (Q9HC16 whole entry, looked up): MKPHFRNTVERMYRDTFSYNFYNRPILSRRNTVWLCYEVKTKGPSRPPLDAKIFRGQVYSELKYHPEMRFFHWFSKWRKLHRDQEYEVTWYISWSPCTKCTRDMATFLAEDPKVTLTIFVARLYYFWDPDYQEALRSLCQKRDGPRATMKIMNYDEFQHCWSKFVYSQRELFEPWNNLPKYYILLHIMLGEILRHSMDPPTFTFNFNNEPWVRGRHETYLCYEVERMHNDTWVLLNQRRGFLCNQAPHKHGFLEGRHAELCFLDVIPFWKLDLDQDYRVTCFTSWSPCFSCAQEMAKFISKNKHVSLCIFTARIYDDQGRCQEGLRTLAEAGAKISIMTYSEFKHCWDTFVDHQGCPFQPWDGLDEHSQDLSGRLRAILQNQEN
NALP3 yeast inh: blocks the NALP3 inflammasome reconstituted in yeast; Yeast reconstituted NLRP3/ASC/caspase-1, beta-gal luminescence, 24 h; 0.39% of 330,000 active; AID 2825; inhibition, % at 10 µM;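 active = inhibition of 50% or more; inactive = inhibition below 50%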;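 note: plate controls were induced DMSO wells for no effect and uninduced yeast grown without galactose for full effect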
mIAP inh: blocks mouse intestinal alkaline phosphatase | inhibition, % at 10 µM | AID 2806 | 0.2% of 330,000 active | purified mouse IAP, CDP-Star luminescence, 30 min;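 active = inhibition of at least 40% at 10 µM in the primary screen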;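 note: plate controls were DMSO with enzyme for no effect and no enzyme wells for full effect; values of inactives mirror those of a sister screen read the other way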
MIN6 prolif: inducers of beta-cell replication in MIN6 cells. 0.29% of 330,000 active. MIN6 cells proliferation, ATPlite luminescence, 48 h; cells starved in 0.2% serum; 100% = growth in 10% serum. proliferation, % at 10 µM;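 active = compounds whose signal lies at least 3.5 SD above the mean of all wells on their plate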;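 note: 0% = DMSO-treated cells in low-serum medium and 100% = 10% serum control; some compounds called inactive have numbers as strong as hits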
TIM10 inh: inhibits growth of TIM10 yeast strain; S. cerevisiae TIM10 strain growth, BacTiter-Glo luminescence, 24 h; inhibition, % at 10 µM; 1.4% of 330,000 active;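 active = inhibition of 40% or more at the single tested concentration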;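 note: wild-type TIM10 isogenic control strain grown at permissive 25 °C; 0% = DMSO yeast wells and 100% = minimal medium wells without yeast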
mIAP act: mouse IAP activation; muIAP, CDP-Star luminescence, 30 min; active compounds read high; 1 = vehicle-only enzyme signal, 0 = enzyme-free wells; activation factor at 10 µM; 0.24% of 330,000 active;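 active = activation factor of at least 2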; note: the source names both 10 and 20 µM as test concentration; values of inactives mirror those of a sister screen read the other way
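System: mouse IAP enzyme. Reagent: CDP-Star chemiluminescent phosphatase substrate. Benchmarks: DMSO wells, no-enzyme wells. Times: 30 min enzyme-substrate-compound incubation at room temperature. Detection: luminescence from enzymatic CDP-Star hydrolysis. Doses: test compounds delivered from DMSO solution.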
APOBEC3A inh: inhibitors of human APOBEC3A DNA deaminase. recombinant A3A, FAM/TAMRA ssDNA deamination fluorescence. P31941. 0.41% of 330,000 active. inhibition, % at 20 µM. AID 493011;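 active = at least 40% inhibition at 20 µM here, with at most 30% in a related deaminase screen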;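 note: plate controls were A3A with DMSO for no effect and wells lacking A3A enzyme for full effect; some results filed as inactive read as strong as hits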
Target sequence (P31941 whole entry, looked up): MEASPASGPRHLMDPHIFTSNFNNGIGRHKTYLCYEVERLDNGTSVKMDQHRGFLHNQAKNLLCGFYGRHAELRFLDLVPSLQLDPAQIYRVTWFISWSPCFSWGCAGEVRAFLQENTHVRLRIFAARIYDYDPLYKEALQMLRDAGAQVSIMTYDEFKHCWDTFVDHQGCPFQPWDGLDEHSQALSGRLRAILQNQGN
tim10-1 inh: tim10-1 yeast growth inhibition; S. cerevisiae tim10-1 ts strain growth, BacTiter-Glo, 24 h; inhibition, % at 20 µM; 2.2% of 330,000 active; AID 463190;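 active = inhibition of at least 40%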;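 note: mutant grown at 25 °C; 0% = DMSO wells with yeast and 100% = wells holding no yeast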
hIAP block: blocks human intestinal alkaline phosphatase | 0.12% of 330,000 active | inhibition, % at 10 µM | purified IAP, CDP-Star luminescence, 30 min;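 active = inhibition reaching a set limit with compound at 10 µM in the primary screen, cut at about 35% in these data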;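 note: plate controls were DMSO wells with enzyme for no effect and no-enzyme buffer wells for full effect; values of inactives mirror those of a sister screen read the other way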
Target sequence (P09923 whole entry, looked up): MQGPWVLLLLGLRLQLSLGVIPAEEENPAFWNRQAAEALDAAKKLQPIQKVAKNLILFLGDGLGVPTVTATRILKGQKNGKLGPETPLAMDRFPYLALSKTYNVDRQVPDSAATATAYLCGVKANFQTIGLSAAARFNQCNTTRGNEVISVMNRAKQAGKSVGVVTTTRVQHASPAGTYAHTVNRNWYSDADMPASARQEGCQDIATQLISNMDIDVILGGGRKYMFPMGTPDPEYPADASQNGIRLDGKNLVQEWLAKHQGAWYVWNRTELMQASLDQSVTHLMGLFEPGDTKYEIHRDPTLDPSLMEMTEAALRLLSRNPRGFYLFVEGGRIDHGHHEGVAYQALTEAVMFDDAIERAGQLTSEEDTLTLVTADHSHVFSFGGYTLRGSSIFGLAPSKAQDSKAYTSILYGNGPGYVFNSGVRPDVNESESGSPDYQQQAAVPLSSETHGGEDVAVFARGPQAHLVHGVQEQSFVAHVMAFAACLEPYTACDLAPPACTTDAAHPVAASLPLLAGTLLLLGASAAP
An asterisk follows results filed as active. Outcome played no part in choosing rows; 4.6% or so of the library scored in one or more.

SMILES | A3G deaminase | NALP3 yeast inh | mIAP inh | MIN6 prolif | TIM10 inh | mIAP act | APOBEC3A inh | tim10-1 inh | hIAP block
CCn1c(CC(=O)Nc2cccc(OC)c2)nnc1SCC(=O)Nc1nccs1 | -8 | 15 | -7 | 3 | 16 | 1.1 | 0 | 2 | 3
O=C(CSc1ncccn1)NCCC1=CCCCC1 | 6 | 25 | -7 | 3 | 9 | 1.1 | 2 | 15 | -19
CCOC(=O)c1sc2ncn(C(C)C(=O)OCC)c(=O)c2c1C (stereo not given) | -6 | 30 | 5 | -1 | -6 | 0.95 | -4 | -10 | -6
COC(=O)c1cc(NC(=O)CSc2nncn2C)cc(C(=O)OC)c1 | 0 | 12 | 4 | 0 | 5 | 0.96 | -4 | 0 | 0
COc1ccc(Cl)cc1N(CC(=O)N1CCCCCC1)S(C)(=O)=O | -1 | 11 | -5 | -1 | -8 | 1.1 | -1 | -6 | -16
O=C(CSCc1c(F)cccc1Cl)NCCSCc1ccco1 | -11 | 8 | 4 | 1 | 22 | 0.96 | 25 | 25 | -4
COc1cc(SC)ccc1C(=O)NCCc1ccccc1 | -9 | 16 | -8 | -1 | -34 | 1.1 | -1 | -25 | -6
CC12CCC(=O)N1C(C(=O)N1CCN(S(=O)(=O)c3cccc(Cl)c3)CC1)CS2 (stereo not given) | -8 | -4 | 7 | 2 | 5 | 0.93 | -4 | 8 | -2
CC(C)COC(=O)Nc1nnc(SCCOc2ccccc2)s1 | -4 | 23 | 6 | 1 | -4 | 0.94 | -1 | -8 | -13
CCN(CC)S(=O)(=O)c1cccc(NN=c2c(=O)c3ccccc3c2=O)c1 | 1 | 9 | 7 | -1 | -9 | 0.93 | 6 | 3 | 18
Cc1onc(-c2ccccc2)c1C(=O)n1cccn1 | -3 | 17 | -7 | -2 | -11 | 1.1 | -1 | 5 | -6
CCC(CC)C(=O)NCCN1CCN(C(=O)C(CC)CC)CC1 | 2 | 1 | -2 | 0 | -17 | 1 | 2 | 5 | 23
Cc1ccc(OCC(=O)Nc2ccc([N+](=O)[O-])cc2)cc1 | -5 | 14 | 0 | 3 | -3 | 1 | 1 | 4 | 10
O=C(CCCn1c(=S)[nH]c2cc3c(cc2c1=O)OCO3)N1CCN(c2ccccc2F)CC1 | -4 | 3 | 4 | -3 | 9 | 0.96 | -2 | 19 | 11
CCC1CCCCN1CCCNC(=O)CSc1nc2nc(C)c(Cc3ccccc3)c(C)n2n1 (stereo not given) | -1 | 2 | -1 | -1 | -8 | 1 | -1 | -8 | -2
CCCCCOc1ccc(NC(=O)C(=O)NCC2CCCN2CC)cc1 (stereo not given) | -8 | 2 | -3 | -5 | -12 | 1 | -2 | -5 | -9
COc1ccc(C)cc1S(=O)(=O)n1cnc(C)c1 | -4 | 4 | -1 | -5 | -8 | 1 | -3 | 19 | -3
CCOCCCNC(=O)C(Cc1ccccc1)NS(=O)(=O)c1cccc2nsnc12 (stereo not given) | -1 | 17 | 1 | -3 | 5 | 0.99 | 1 | 23 | -8
O=C(COCc1cc(-c2ccc3c(c2)OCO3)on1)N1CCN(c2cccc(Cl)c2)CC1 | 1 | 27 | 9 | -1 | 9 | 0.91 | -2 | 9 | -7
CCCn1nc(C(=O)NNC(=O)c2cccc(C)c2)c2ccccc2c1=O | -2 | 6 | -4 | 0 | 0 | 1 | 0 | 4 | -44
O=C(Cn1cnc2c(nnn2Cc2ccc(F)cc2)c1=O)N1CCCCC1 | -7 | 1 | 9 | -2 | 4 | 0.91 | -2 | 11 | -1
COc1ccc(-n2c(C)nc3sc4c(c3c2=O)CCCC4)cc1 | -3 | 21 | -3 | 0 | 9 | 1 | 7 | 7 | -5
CCc1cccc(NC(=O)c2ccc3c(=O)n4c(nc3c2)CCCCC4)c1 | 3 | -11 | 0 | -1 | 15 | 1 | 5 | -42 | 6
COc1ccc(/C(O)=C2/C(=O)C(=O)N(CCCN(C)C)C2c2ccccc2)cc1OC (stereo not given) | -4 | 6 | -4 | 1 | -14 | 1 | -2 | 17 | 9
c1ccc(-c2nnc(N3CCOCC3)c3ccccc23)cc1 | -5 | -16 | -5 | 2 | 2 | 1 | -4 | -2 | 8

Pulled by compound from above, 2 records:
SMILES | A3G deaminase | NALP3 yeast inh | mIAP inh | MIN6 prolif | TIM10 inh | mIAP act | APOBEC3A inh | tim10-1 inh | hIAP block
COc1ccc(C)cc1S(=O)(=O)n1cnc(C)c1 | -4 | 4 | -1 | -5 | -8 | 1 | -3 | 19 | -3
CCCCCOc1ccc(NC(=O)C(=O)NCC2CCCN2CC)cc1 (stereo not given) | -8 | 2 | -3 | -5 | -12 | 1 | -2 | -5 | -9

Continued:
SMILES | A3G deaminase | NALP3 yeast inh | mIAP inh | MIN6 prolif | TIM10 inh | mIAP act | APOBEC3A inh | tim10-1 inh | hIAP block
Cc1ccc(CCNC(=O)C2CCC(=O)N2Cc2cccnc2)cc1 (stereo not given) | -10 | 2 | 8 | -1 | -13 | 0.92 | -3 | -4 | 13
CC(C)N=C(Nc1ccccc1)c1cccnc1 | 8 | 14 | -2 | 2 | -6 | 1 | -3 | 11 | 13
CCOC(=O)c1c(N)sc2c1CCN(CCc1ccccc1)C2 | -7 | 7 | -3 | 7.5* | 0 | 1 | -3 | 8 | -11
CCc1c(C)nc2ncnn2c1N1CCCC(C(=O)Nc2ccc(NC(C)=O)cc2)C1 (stereo not given) | -6 | 30 | 2 | -1 | 7 | 0.98 | -2 | 6 | -6
COc1ccccc1/C=C(/C(=O)OCC(=O)Nc1ccccc1C(C)C)c1ccccc1 | -11 | 0 | 0 | -5 | 31 | 1 | 1 | 26 | -3
CSc1nsc(NC(=O)Nc2ccccc2)n1 | -7 | 5 | -11 | -5 | -15 | 1.1 | -2 | -24 | -8
Cc1c(NC(=O)Nc2ccccc2)cccc1[N+](=O)[O-] | -13 | 7 | 10 | 0 | -2 | 0.9 | -6 | 11 | -2
COc1ccc(Cl)cc1NC(=O)Nc1ccc(C(=O)N2CCCC2)cc1 | -2 | 8 | -36 | -3 | 9 | 1.4 | 1 | -4 | -25
COc1cccc(-c2cc(C(F)(F)F)n3ncc(C(=O)O)c3n2)c1 | -6 | 8 | -1 | 2 | -5 | 1 | -2 | -5 | 0
OC(COC(c1ccc(F)cc1)c1ccc(F)cc1)CN1CCCC1 (stereo not given) | 9 | 8 | -2 | 1 | 4 | 1 | 3 | 21 | -2
O=C(COc1ccccc1F)Nc1ccc(N2CCOCC2)cc1N1CCOCC1 | 1 | 35 | 2 | -3 | 3 | 0.98 | 8 | 14 | -10
Cc1ccc(C(=O)n2cnnc2N)cc1 | -3 | -1 | -4 | -1 | -4 | 1 | -4 | -3 | -10
O=[N+]([O-])c1cccc(N2Cc3ccccc3C2)c1 | -1 | -4 | -7 | 1 | -6 | 1.1 | -4 | 9 | 6
CCOC(=O)c1ccc(NC(=O)CCSCCc2ccccn2)cc1 | 5 | 23 | -5 | 1 | 5 | 1 | 1 | 26 | -5
CCOC(=O)C1(Cc2cccc(F)c2)CCN(Cc2cnn(CC)c2C)CC1 | -1 | 9 | 8 | 4 | -1 | 0.92 | 0 | 11 | 3
COc1ccccc1NC(=O)COc1ccc(/C=N/NC(=O)CSCc2ccc(Cl)cc2)cc1 | -5 | 8 | 0 | -4 | -8 | 1 | -3 | -22 | 12
Cc1cccc(C)c1NC(=O)CN(C)C(=O)c1ccccc1Cc1ccccc1 | -8 | 9 | 4 | 6 | 16 | 0.96 | -3 | 23 | 0
O=C(CN1C(=O)NC2(CCCCC2)C1=O)NCCCSc1ccccc1 | -7 | 7 | -6 | -1 | -3 | 1.1 | -1 | -8 | 10
COc1ccc(Cl)cc1NC(=O)NCc1ccccn1 | 1 | 8 | -3 | -3 | 6 | 1 | 0 | 19 | 4
Cc1cccc(C(=O)N(Cc2nc3ccccc3c(=O)[nH]2)C2CCCCC2)c1 | -4 | 7 | -6 | -2 | 8 | 1.1 | 0 | 20 | -4
Cc1cc(NC(=O)CSc2nnc(NCc3ccco3)s2)no1 | -3 | 3 | -12 | -4 | -1 | 1.1 | 0 | -9 | 3
N#Cc1cc2ccccc2nc1SCC(=O)Nc1ccc(S(=O)(=O)N2CCCC2)cc1 | -5 | 17 | 6 | -3 | 19 | 0.94 | -2 | 8 | 3
CCc1cc(C)cc(OCCNC(=O)c2ncn[nH]2)c1 | -8 | 0 | 18 | 0 | 1 | 0.82 | -4 | -2 | -23
Cc1ccc(F)cc1NC(=O)CCC(=O)c1cccs1 | -4 | 19 | 0 | 0 | 8 | 1 | 0 | 9 | -10
O=C(/C=C/c1ccco1)N1CCN(c2ccc(F)cc2)CC1 | -10 | 10 | -15 | -2 | -20 | 1.1 | -4 | 0 | -8

Other results.
SMILES | A3G deaminase | NALP3 yeast inh | mIAP inh | MIN6 prolif | TIM10 inh | mIAP act | APOBEC3A inh | tim10-1 inh | hIAP block
COc1cc(NC(=O)Cn2cnc3c(nc4n3CCCCC4)c2=O)cc(OC)c1OC | 17 | 24 | -6 | -4 | 9 | 1.1 | 2 | -3 | 5
Cc1cccc(N(CC(=O)NCc2ccco2)C(=O)CCC(=O)Nc2nccs2)c1C | -7 | -2 | 4 | -3 | 12 | 0.96 | -7 | 21 | 15
Nc1ccc(S(=O)(=O)NC2=NCCCCC2)cc1 | 8 | 24 | -2 | -1 | -25 | 1 | 9 | 2 | 3
Cc1cc(C)n(-c2ccc(C(=O)OCC(=O)Nc3ccc(S(N)(=O)=O)cc3)cc2)n1 | -9 | 3 | 16 | -4 | 2 | 0.83 | -1 | 11 | -25
O=C1c2oc3ccc(F)cc3c(=O)c2C(c2ccccc2)N1CC1CCCO1 (stereo not given) | -4 | 17 | 2 | -3 | 4 | 0.98 | 4 | 14 | 9
Cc1cc(=O)n2[nH]c(CCC(=O)O)nc2n1 | -4 | 2 | 8 | 1 | -2 | 0.92 | -4 | 12 | -5
CC1CCc2cc(F)ccc2N1C(=O)CSc1nnc2c(n1)[nH]c1ccc(F)cc12 (stereo not given) | -3 | 11 | 5 | -4 | 25 | 0.95 | -4 | 23 | 16
Cc1cc(C)cc(NC(=O)C2CCCN2S(=O)(=O)c2ccc3c(c2)n(C)c(=O)c(=O)n3C)c1 (stereo not given) | -3 | 1 | -11 | 1 | 0 | 1.1 | -1 | -2 | 12
COc1cc(OC)c(C2C3=C(CCCC3=O)Nc3nc4ccccc4n32)cc1OC (stereo not given) | 3 | 7 | -11 | -1 | -2 | 1.1 | 3 | 6 | 11
Clc1ccc(CN2CCCCCC2)cc1 | -5 | 22 | 4 | 2 | -6 | 0.96 | -4 | 2 | -3
CCOc1ccc(/C=C(/NC(=O)c2ccc(Cl)cc2)C(=O)O)cc1OCC | 0 | 6 | -7 | -2 | 7 | 1.1 | -5 | 19 | -15
Cc1ccccc1NC(NC(=O)c1cccnc1)C(Cl)(Cl)Cl (stereo not given) | -3 | 7 | -2 | -1 | 24 | 1 | 0 | 30 | 12
O=C(NCc1ccccc1)C(=O)NCC(c1ccco1)N1CCN(c2ccccc2F)CC1 (stereo not given) | -2 | -11 | 1 | -2 | 0 | 0.99 | 2 | 12 | -16
COc1ccc([C@H]2CC(=O)C=C(c3ccc(OC)c(F)c3)C2)cc1 | -9 | 29 | 8 | 0 | 5 | 0.92 | -4 | 11 | -4
COc1ccc(NC(=O)N2CCC(c3nc(-c4cccs4)no3)CC2)cc1 | -6 | 18 | -6 | 1 | -10 | 1.1 | 1 | 5 | 17
O=[N+]([O-])c1ccc(Cl)c(CN2CCSCC2)c1 | -3 | -31 | 4 | 0 | 7 | 0.96 | -3 | 14 | 1
